Screening results deposited in PubChem by several laboratories.
Alkaline phosphatase – human TNAP enzyme inhibitors, biochemical, luminescent (AID 518). purified TNAP enzyme, luminescent substrate readout; higher % means a stronger effect. inhibition, % at 20 µM; hits with a dose series show IC50 in µM. 64,000 tested, 0.09% active; in the data active = a potency from the dose series; inactive = the rest, 99 in 100 with inhibition below about 22%;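 also: plate controls were vehicle for no effect and reference inhibitor for full effect; many of its hits are not listed in these tables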
PMK inhibit – inhibitors of Streptococcus pneumoniae phosphomevalonate kinase | purified PMK, PK/LDH-coupled NADH absorbance 340 nm | inhibition, % at 10 µM | 65,000 tested, 0.49% active;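 active = top-ranked compounds by inhibition in the single 10 µM screen, taking a fixed number of the strongest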;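 also: 0% = full reaction with DMSO carrier and 100% = background rate without enzyme reaction; no value below 0 was filed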
HT1080 cytotoxicity – cytotoxicity in HT1080 fibrosarcoma cells, cell-based, fluorescence readout (AID 620); HT1080 viability, fluorescence; higher % means a stronger effect; 87,000 tested, 0.42% active; cytotoxicity, % at 10 µM; hits with a dose series show EC50 in µM;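 also: cells exposed to compound overnight then 4 h with Alamar Blue; 0% = vehicle DMSO and 100% = killing control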
Bfl-1 inhibitors – displacement of Bid BH3 peptide from Bfl-1 – biochemical, fluorescence polarization, FITC-Bid, mouse, primary screen (AID 432) | one-dose displacement, % at 20 µM; IC50 in µM for titrated hits | FITC-Bid BH3 peptide fluorescence polarization displacement; higher % means a stronger effect | 64,000 tested, 0.02% active; in the data active = a potency from the dose series; inactive = the rest, 99 in 100 with displacement below about 15%; also: strong numbers were not always called active
LYP phosphatase – LYP phosphatase inhibitors, primary screen, biochemical, DiFMUP fluorescence, recombinant catalytic domain, 10 µM (AID 606) | recombinant LYP catalytic domain, DiFMUP fluorescence; higher % means a stronger effect | one-dose inhibition, % at 10 µM; IC50 in µM for titrated hits | 52,000 tested, under 10 active;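 active = IC50 under 40 µM in the dose-response test; inactive = IC50 of 40 µM or more, or never dose-tested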
Spn MK inh – S. pneumoniae mevalonate kinase inhibition. purified MK, PK/LDH-coupled NADH absorbance 340 nm. 65,000 tested, 0.48% active. inhibition, % at 10 µM. AID 555;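 active = ranked among the strongest by inhibition in the single 10 µM screen, a fixed top-ranked set picked for dose follow-up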; also: no value below 0 was filed
KRASV12 cytotoxicity – cytotoxicity in KRAS-transformed pancreatic duct cells, primary screen, cell-based, fluorescence, HTS (AID 431); 63,000 tested, 1.7% active; cytotoxicity, % at 10 µM; hits with a dose series show EC50 in µM; HPDE-C7K KRASV12 cells, Alamar Blue viability, 48 h; higher % means a stronger effect;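 active = compounds whose percent cytotoxicity in the single-dose primary screen, scaled between solvent and toxic-drug controls, exceeds 50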;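 also: 0% = DMSO solvent wells and 100% = doxorubicin-treated wells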
HPDE-C7 cytotoxicity – cytotoxicity in HPDE-C7 cells, cell-based, fluorescence, HTS (AID 430); HPDE-C7 pancreatic duct cells viability, fluorescence; higher % means a stronger effect; 63,000 tested, 1.8% active; cytotoxicity, % at 10 µM, or EC50 in µM where a hit was titrated;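 also: cells exposed to compound for 48 hours before viability readout; 0% = vehicle and 100% = reference cytotoxic drug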
DPM-DC inhibit – S. pneumoniae DPM-DC inhibition | purified DPM-DC, PK/LDH coupled NADH fluorescence | calls only at 10 µM | 65,000 tested, 0.49% active | AID 556;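 active = the 320 compounds with the highest percent inhibition in the single-dose primary screen, excluding strongly autofluorescent ones, cut at about 32% in these data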;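 also: kinetic rate of NADH fluorescence loss reporting ADP formed by the decarboxylase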
PMK inhibit pilot replicates – also measured in PMK inhibit; calls as there; inhibition, %; measured here: pilot screen replicates
Spn MK inh pilot replicates – second read-out of Spn MK inh, no call of its own (marks repeat the call); inhibition, %; measured here: pilot screen replicates
DPM-DC inhibit pilot screen % – second read-out of DPM-DC inhibit, no call of its own (marks repeat the call); inhibition, %; measured here: pilot screen trials
* hit, by the source's call; i = inactive; nt = not tested or not shown; + = active, no number. Rule as the data show it, unless noted: active = cytotoxicity above about 50%; inactive = the rest.

Start of the listing, in advance, nine compounds:
| No. | smiles | Alkaline phosphatase | PMK inhibit | PMK inhibit pilot replicates | HT1080 cytotoxicity | Bfl-1 inhibitors | LYP phosphatase | Spn MK inh | Spn MK inh pilot replicates | KRASV12 cytotoxicity | HPDE-C7 cytotoxicity | DPM-DC inhibit | DPM-DC inhibit pilot screen % |
| --- | --- | --- | --- | --- | --- | --- | --- | --- | --- | --- | --- | --- | --- |
| 1 | COc1cc(CCC(=O)N2CCN(c3ccc(N4CCOCC4)nn3)CC2)cc(OC)c1OC | 0% | 15 | nt | -2% | -2% | 10% | 8 | nt | -16% | -8% | nt | nt |
| 2 | O=C(CNS(=O)(=O)c1cccc2nonc12)NCc1ccc(F)cc1 | 4% | 16 | nt | 13% | -1% | 3% | 9 | nt | -1% | -5% | i | nt |
| 3 | Cc1ccc(C(C(=O)NC(C)(C)C)N(C(=O)c2csnn2)c2ccccc2F)o1 (stereo not drawn) | 9% | 13 | nt | 11% | 0% | nt | 10 | nt | 3% | -9% | i | nt |
| 4 | O=C1C2C3C=CC(C3)C2C(=O)N1c1cccc(N2C(=O)C3C4C=CC(C4)C3C2=O)n1 (stereo not drawn) | 18% | 12 | 2.0 | 2% | 7% | nt | 3 | 0.0 | 1% | -6% | i | 0.0 |
| 5 | O=C1N2CCSC2=NC1(Nc1nccs1)C(F)(F)F (stereo not drawn) | 12% | 3 | nt | nt | -8% | -9% | 3 | nt | 10% | 8% | i | nt |
| 6 | COc1cc(NC(=O)c2ccco2)c(OC)cc1NC(=O)Nc1ccccc1Cl | 14% | 13 | nt | -6% | 5% | nt | 7 | nt | -2% | -6% | i | nt |
| 7 | COC(=O)c1ccc2c(c1)N(Cc1cc(C)ccc1C)C(=O)c1ccccc1S2=O (stereo not drawn) | 11% | 17 | nt | 3% | -1% | nt | 4 | nt | 1% | -7% | i | nt |
| 8 | O=S(=O)(c1ccc(S(=O)(=O)N2CCN3CCCC3C2)cc1)N1CCCC1 (stereo not drawn) | 4% | 22 | 6.5 | -2% | -8% | nt | 0 | 3.0 | -10% | -9% | i | 1.0 |
| 9 | C=CCSc1nnc(-c2ccc(Cl)cc2Cl)o1 | 11% | 8 | 0.0 | 2% | 4% | 5% | 8 | 0.0 | -10% | -4% | i | 0.0 |

Main list, from the first entry:
| No. | smiles | Alkaline phosphatase | PMK inhibit | PMK inhibit pilot replicates | HT1080 cytotoxicity | Bfl-1 inhibitors | LYP phosphatase | Spn MK inh | Spn MK inh pilot replicates | KRASV12 cytotoxicity | HPDE-C7 cytotoxicity | DPM-DC inhibit | DPM-DC inhibit pilot screen % |
| --- | --- | --- | --- | --- | --- | --- | --- | --- | --- | --- | --- | --- | --- |
| 1 | COc1cc(CCC(=O)N2CCN(c3ccc(N4CCOCC4)nn3)CC2)cc(OC)c1OC | 0% | 15 | nt | -2% | -2% | 10% | 8 | nt | -16% | -8% | nt | nt |
| 2 | O=C(CNS(=O)(=O)c1cccc2nonc12)NCc1ccc(F)cc1 | 4% | 16 | nt | 13% | -1% | 3% | 9 | nt | -1% | -5% | i | nt |
| 3 | Cc1ccc(C(C(=O)NC(C)(C)C)N(C(=O)c2csnn2)c2ccccc2F)o1 (stereo not drawn) | 9% | 13 | nt | 11% | 0% | nt | 10 | nt | 3% | -9% | i | nt |
| 4 | O=C1C2C3C=CC(C3)C2C(=O)N1c1cccc(N2C(=O)C3C4C=CC(C4)C3C2=O)n1 (stereo not drawn) | 18% | 12 | 2.0 | 2% | 7% | nt | 3 | 0.0 | 1% | -6% | i | 0.0 |
| 5 | O=C1N2CCSC2=NC1(Nc1nccs1)C(F)(F)F (stereo not drawn) | 12% | 3 | nt | nt | -8% | -9% | 3 | nt | 10% | 8% | i | nt |
| 6 | COc1cc(NC(=O)c2ccco2)c(OC)cc1NC(=O)Nc1ccccc1Cl | 14% | 13 | nt | -6% | 5% | nt | 7 | nt | -2% | -6% | i | nt |
| 7 | COC(=O)c1ccc2c(c1)N(Cc1cc(C)ccc1C)C(=O)c1ccccc1S2=O (stereo not drawn) | 11% | 17 | nt | 3% | -1% | nt | 4 | nt | 1% | -7% | i | nt |
| 8 | O=S(=O)(c1ccc(S(=O)(=O)N2CCN3CCCC3C2)cc1)N1CCCC1 (stereo not drawn) | 4% | 22 | 6.5 | -2% | -8% | nt | 0 | 3.0 | -10% | -9% | i | 1.0 |
| 9 | C=CCSc1nnc(-c2ccc(Cl)cc2Cl)o1 | 11% | 8 | 0.0 | 2% | 4% | 5% | 8 | 0.0 | -10% | -4% | i | 0.0 |
| 10 | CC(C(=O)NC1CCCC1)N(Cc1ccc2c(c1)OCO2)C(=O)c1snc(C(N)=O)c1N (stereo not drawn) | 10% | 10 | nt | 0% | 4% | 19% | 5 | nt | nt | nt | i | nt |
| 11 | CCCCN(CCCC)C(=O)CN(C)S(=O)(=O)c1ccc2c(c1)n(C)c(=O)c(=O)n2C | -1% | 5 | 0.0 | 34% | 1% | -10% | 1 | 1.0 | 1% | -18% | i | 0.0 |
| 12 | O=C(CNC(=O)c1ccccc1C(=O)O)c1ccccc1 | 6% | 0 | 1.5 | -4% | 15% | 18% | 10 | 0.5 | -9% | -18% | i | 0.0 |
| 13 | CCOC(=O)c1cnn(-c2ccccc2)c1NC(=O)c1ccccc1 | 6% | 0 | nt | 1% | -5% | 4% | 0 | nt | -15% | -14% | i | nt |
| 14 | O=C(O)CSc1nnc(Cn2c(=O)sc3ccccc32)n1-c1cccc(Cl)c1 | 2% | 3 | nt | 0% | -11% | 6% | 7 | nt | -7% | -2% | i | nt |
| 15 | COc1ccc(CCN(Cc2cc3cc4c(cc3[nH]c2=O)OCO4)C(C)=O)cc1OC | 10% | 13 | nt | 11% | -6% | nt | 10 | nt | -2% | -6% | i | nt |
| 16 | Cn1cnc2cc(OC(=O)c3ccccc3)ccc21 | 10% | 12 | nt | nt | -8% | nt | 5 | nt | 1% | 6% | i | nt |
| 17 | CCc1cc(C)cc(OCCNC(=O)c2ncn[nH]2)c1 | 3% | 6 | 0.5 | -3% | -7% | 3% | 0 | 0.0 | 30% | 32% | i | 0.0 |
| 18 | N#Cc1cc2ccccc2nc1SCC(=O)Nc1ccc(S(=O)(=O)N2CCCC2)cc1 | 26% | 3 | nt | -9% | -13% | nt | 0 | nt | 28% | 13% | i | nt |
| 19 | COc1cccc(-c2cc(C(F)(F)F)n3ncc(C(=O)O)c3n2)c1 | 10% | 16 | 2.0 | 3% | 7% | -3% | 6 | 0.0 | 12% | 6% | i | 3.0 |
| 20 | Cc1ccc(CCNC(=O)C2CCC(=O)N2Cc2cccnc2)cc1 (stereo not drawn) | 5% | 16 | nt | -6% | -4% | 6% | 5 | nt | 6% | -7% | i | nt |
| 21 | CCn1c(CC(=O)Nc2cccc(OC)c2)nnc1SCC(=O)Nc1nccs1 | 11% | 8 | 1.0 | 0% | 2% | nt | 10 | 0.0 | -7% | -18% | i | 2.5 |
| 22 | CCCCOC(=O)CCNc1n[nH]c(=O)[nH]c1=O | 6% | 6 | nt | -8% | 1% | nt | 5 | nt | -22% | -14% | i | nt |
| 23 | CCn1c(SCC(=O)NCCc2ccc(OC)c(OC)c2)nc2c1c(=O)n(C)c(=O)n2C | 15% | 4 | nt | -4% | 1% | nt | 14 | nt | -2% | -15% | i | nt |
| 24 | Brc1cc2c(cc1Cn1c(-c3cncs3)nc3ccccc31)OCO2 | 1% | 5 | nt | -1% | 0% | 5% | 4 | nt | -8% | -12% | i | nt |
| 25 | Cc1cc(C)n2nnnc2c1C#N | 9% | 0 | nt | 3% | 4% | 6% | 0 | nt | -4% | -4% | i | nt |
| 26 | Cc1ccc(Cn2c(C(=O)NCCCN3CCOCC3)cc3sccc32)cc1 | 2% | 11 | 2.5 | -7% | -3% | 9% | 4 | 0.0 | -1% | -27% | i | 0.5 |
| 27 | Cc1cc(C)n(S(=O)(=O)c2cccc(Cl)c2Cl)n1 | 9% | 10 | nt | 5% | 0% | 19% | 1 | nt | -9% | -3% | i | nt |
| 28 | COC(=O)C(CCCCNC(=O)OCc1ccccc1)NC(=O)CN (stereo not drawn) | 19% | 10 | 0.0 | -4% | 0% | 15% | 7 | 0.0 | 5% | -6% | i | 0.5 |
| 29 | CC1CCCN(c2nc3c(c(=O)n(C)c(=O)n3C)n2CCSc2nc3ccccc3o2)C1 (stereo not drawn) | 5% | 14 | nt | 1% | -12% | -5% | 11 | nt | -20% | -3% | i | nt |
| 30 | O=C(c1ccco1)N1CCN(C(=O)C2CCCN(S(=O)(=O)Cc3ccccc3)C2)CC1 (stereo not drawn) | 1% | 6 | nt | -3% | 3% | -1% | 8 | nt | -4% | -10% | i | nt |
| 31 | CCN(CC)C(=O)CN(C)S(=O)(=O)c1cccc2nsnc12 | 2% | 16 | nt | 4% | -7% | 0% | 0 | nt | 0% | 4% | i | nt |
| 32 | Cc1ccc(-c2ccc(=O)n(CC(=O)Nc3cccc(C(=O)N4CCN(C)CC4)c3)n2)cc1 | 11% | 4 | nt | 0% | 1% | 4% | 10 | nt | -1% | 2% | i | nt |
| 33 | O=C(Nc1nc(-c2ccc(S(=O)(=O)N3CCCC3)cc2)cs1)C1COc2ccccc2O1 (stereo not drawn) | 10% | 3 | 1.0 | 4% | -1% | 10% | 0 | 0.0 | 22% | 2% | i | 3.5 |
| 34 | COc1c(N)c2ccccc2[nH]c1=O | 7% | 18 | nt | 9% | 2% | nt | 3 | nt | 2% | -4% | i | nt |
| 35 | O=C(CSc1nnc(-c2ccc3c(c2)OCCO3)o1)NC1CCCCC1 | -3% | 2 | nt | 9% | -11% | 8% | 0 | nt | -15% | -12% | i | nt |
| 36 | O=C(CSc1nnc2ccccn12)N1CCc2ccccc2C1 | 7% | 12 | nt | -5% | -12% | 2% | 4 | nt | nt | nt | i | nt |
| 37 | Cc1ccccc1NC(=O)C1CC(=O)N(c2ccccc2F)C1 (stereo not drawn) | 9% | 7 | 5.5 | 4% | -4% | 10% | 9 | 0.0 | -10% | -12% | i | 0.0 |
| 38 | COC(=O)C1CCN(C(=O)COc2ccc(Cl)cc2)CC1 | 6% | 0 | nt | 4% | -4% | 5% | 5 | nt | 2% | -9% | i | nt |
| 39 | CC(=O)Nc1ccccc1-c1nc2ccc(C(=O)N3CCN(c4ccccc4)CC3)cc2[nH]c1=O | 14% | 0 | 3.5 | nt | -4% | -6% | 10 | 1.5 | 1% | 12% | i | 5.5 |
| 40 | CCCC1CCC(C(=O)Nn2cnc3ccccc3c2=O)CC1 (stereo not drawn) | 15% | 12 | 6.5 | 3% | 0% | 6% | 0 | 1.5 | -2% | -28% | i | 3.5 |
| 41 | c1ccc(Cn2ncc3c(N4CCCCC4)ncnc32)cc1 | 10% | 9 | nt | -9% | -11% | 17% | 4 | nt | -27% | -13% | i | nt |
| 42 | CC(C)(CO)NC(=O)C(c1ccccc1)c1ccccc1 | 9% | 0 | nt | -3% | -9% | 4% | 11 | nt | -14% | 6% | + | nt |
| 43 | COc1ccccc1C1C(C(=O)c2sc(C)nc2C)=C(O)C(=O)N1CCN1CCOCC1 (stereo not drawn) | 12% | 11 | nt | 22% | -4% | 9% | 10 | nt | -2% | -2% | i | nt |
